CAL PDZ FP-1 – inhibitors of human CAL PDZ peptide binding; Q9HD26; inhibition, % at 20 µM; purified CAL PDZ, TMR-peptide fluorescence polarization, 1 h; hit rate 0.02% among 330,000; AID 504414;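 active = highest replicate inhibition of at least 40%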;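 note: plate controls were DMSO neutral control wells for no effect and unlabeled competitor peptide control wells for full effect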
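System: tagged CAL PDZ domain. Schedule: 1 h room-temperature incubation prior to read. Signal: fluorescence polarization (mP). Measure: percent inhibition from loss of millipolarization.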
Tat transport – inhibitors of E. coli Tat protein transport | E. coli MC4100 TorA-mCherry Tat export, fluorescence | inhibition, % at 10 µM | hit rate 0.036% among 340,000 | AID 488895;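 active = mean replicate inhibition at least 50% and at least half of replicates individually reaching 50%; inconclusive = only one of the two criteria met; inactive = neither criterion met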;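 note: exported cargo escapes ClpAP degradation while cytoplasmic cargo is degraded and loses fluorescence; 0% = median of neutral control wells and 100% = median of NaSCN control wells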
CDK5 p35 inh – inhibitors of human CDK5/p35 kinase; inhibition, % at 10 µM; Q00535+Q15078; hit rate 0.01% among 330,000; Recombinant CDK5/p35, ADP-Glo luminescence, 60 min;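 active = highest replicate inhibition of at least 50% and at least 75% of replicates reaching 50%; inconclusive = only one of the two criteria met; inactive = both criteria failed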;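 note: plate controls were DMSO neutral control for no effect and GW8510 at 10 µM for full effect; many of its hits are not listed in these tables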
Target sequence (Q00535 whole entry, looked up): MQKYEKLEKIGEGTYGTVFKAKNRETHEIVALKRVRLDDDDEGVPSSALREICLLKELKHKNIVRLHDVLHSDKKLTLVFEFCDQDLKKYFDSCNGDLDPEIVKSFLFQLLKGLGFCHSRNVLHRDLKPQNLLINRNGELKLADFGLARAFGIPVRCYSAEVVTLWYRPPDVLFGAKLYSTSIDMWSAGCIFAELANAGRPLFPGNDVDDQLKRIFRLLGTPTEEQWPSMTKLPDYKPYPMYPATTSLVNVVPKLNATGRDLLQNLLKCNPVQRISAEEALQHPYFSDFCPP
Target sequence (Q15078 whole entry, looked up): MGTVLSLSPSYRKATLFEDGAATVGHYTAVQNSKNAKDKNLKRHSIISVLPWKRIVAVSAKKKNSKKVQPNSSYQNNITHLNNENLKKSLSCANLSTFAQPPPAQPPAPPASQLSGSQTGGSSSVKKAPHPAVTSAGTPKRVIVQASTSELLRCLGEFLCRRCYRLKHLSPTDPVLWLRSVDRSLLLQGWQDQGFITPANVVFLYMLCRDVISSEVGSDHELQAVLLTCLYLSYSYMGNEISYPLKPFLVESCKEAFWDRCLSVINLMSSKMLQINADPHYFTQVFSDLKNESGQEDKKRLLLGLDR
V-ATPase pH – regulators of yeast V-ATPase proton transport; S. cerevisiae, pHLuorin cytosolic pH fluorescence; response, % at 10 µM; hit rate 0.37% among 350,000; AID 504577; in the data active = response mostly above about 7.3%, no sharp cut-off; inactive = mostly below about 5.4%; note: actives read high; inactives centre near 0; some compounds called inactive have numbers as strong as hits; reference of the scale not given here
Wnt act – activators of Wnt/beta-catenin signaling; Wnt/beta-catenin reporter cell assay, activator, plate reader; activation, % at 9.35 µM; hit rate 1.2% among 300,000; in the data active = activation above about 30%, passing the limit was not always enough; inconclusive = no clear call, values can overlap the other calls;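 note: 0% = neutral control wells and 100% = positive control wells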
RTF Ca sens act – cardiac RTF calcium sensitization; P19429+P45379; AID 493008; activation, % at 7.2 µM; IANBD-labeled TnC RTF fluorescence at EC20 calcium; 0% EC20 calcium, 100% full calcium; hit rate 0.24% among 340,000;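 active = activation above the mean over all tested compounds plus 3 SD, cut at about 30% in these data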;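 note: rise in fluorescence read as greater calcium sensitivity of cardiac thin filaments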
Rtt109 HAT inh – blocks Candida albicans Rtt109/Vps75 acetyltransferase activity; inhibition, % at 34.9 µM; purified Rtt109/Vps75, ThioGlo CoA-SH fluorescence, 4 h; hit rate 0.16% among 330,000; Q5AAJ8;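 active = inhibition of at least 50% in every replicate; inconclusive = best replicate reaches 50% inhibition but some replicates fall short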
dFosB act – enhances mouse delta FosB homodimer DNA binding; P13346; hit rate 0.99% among 340,000; activation, % at 25 µM; purified delta FosB, TAMRA-CDK5 oligo fluorescence polarization; percent of positive-control signal above neutral wells;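 active = mean activation above about 17%, with every replicate also reaching it, limit read from the data, passing the limit was not always enough; inconclusive = only one of the two conditions met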;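 note: fluorescence polarization rise as delta FosB binds a TAMRA Cdk5 AP-1 oligo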
Target sequence (P13346 whole entry, looked up): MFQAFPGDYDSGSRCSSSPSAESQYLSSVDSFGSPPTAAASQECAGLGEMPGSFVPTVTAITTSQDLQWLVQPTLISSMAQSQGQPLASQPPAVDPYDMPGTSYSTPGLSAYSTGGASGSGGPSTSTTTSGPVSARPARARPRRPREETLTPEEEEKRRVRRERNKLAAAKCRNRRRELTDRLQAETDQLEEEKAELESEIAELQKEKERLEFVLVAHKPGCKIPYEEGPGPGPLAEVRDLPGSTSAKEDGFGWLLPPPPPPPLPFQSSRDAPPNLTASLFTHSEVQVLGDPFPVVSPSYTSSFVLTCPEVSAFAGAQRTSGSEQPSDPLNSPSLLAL
MITF act – increases MITF-driven TRPM1 promoter luciferase signal; SK-MEL-5 TRPM1-promoter luciferase, 24 h; % of positive control, neutral wells = 0; activation, % at 12.5 µM; hit rate 0.75% among 300,000; AID 588334;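 active = mean activation of at least 80% with every replicate also reaching 80%; inconclusive = mean reaches 80% but some replicate falls short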;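 note: 0% = neutral control wells and 100% = parthenolide positive control wells; values of inactives mirror those of a sister screen read the other way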
CAL PDZ FP-2 – inhibitors of human CAL PDZ peptide binding; purified CAL PDZ, TMR-peptide fluorescence polarization, 1 h; inhibition, % at 24.9 µM; hit rate 0.92% among 300,000; AID 602252;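 active = mean inhibition of at least 30% with at least half of replicates also reaching 30%; inconclusive = no clear call, values can overlap the other calls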;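 note: 0% = DMSO neutral control and 100% = excess unlabeled competitor peptide PRC23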
Active calls of the source: *; i = inactive; u = inconclusive; x = not tested or not shown.

Every second line gives: RTF Ca sens act	MITF act	Wnt act	V-ATPase pH	CAL PDZ FP-1	Rtt109 HAT inh	Tat transport	CDK5 p35 inh	CAL PDZ FP-2	dFosB act
1: CC(=O)c1cccc(NC(=O)c2ccc(NC(=O)CC3SC(N4CCCCC4)=NC3=O)cc2)c1 (stereo unspecified)
    -4	5	-2	5	-4.4	16	0	0.7	-10	-16
2: CCCCn1c(Cc2ccccc2)n[nH]c1=S
    -4	x	x	1	-1.1	x	5	2.1	-1	-9
3: COC(=O)[C@H](Cc1ccccc1)NC(=O)N1CCN(Cc2ccccc2)CC1
    -3	-6	x	2	-0.8	17	-2	2.2	1	-11
4: CC(C)(C)NC(=O)CN(CCN1CCOCC1)C(=O)CNS(=O)(=O)c1ccccc1
    1	6	-1	-5	-3.3	x	-6	1.5	0	-2
5: O=C(NCCC1=CCCCC1)C1CC(=O)N(C2CCCCCC2)C1 (stereo unspecified)
    -7	-5	2	0	-2.3	-6	2	-3.7	0	-4
6: O=C(CN1C(=O)NC2(CCCCCC2)C1=O)N1CCN(c2ccc(F)cc2)CC1
    13	x	1	0	0.0	-3	-1	2.4	-2	-5
7: Cc1ccc(C(=O)C[n+]2cccc(C(N)=O)c2)cc1
    0	x	4	-4	-1.7	7	-9	5.3	x	-2
8: O=C(Nc1cccc2ccccc12)N1CCOCC1
    5	x	9	-2	-0.7	5	-3	2.1	-4	3
9: Cc1ccc(CC(=O)NCC(c2ccco2)N(C)C)cc1C (stereo unspecified)
    -2	3	0	-9	x	2	4	-1.9	0	6
10: CCC1CCCCN1Cc1nc2c(c(=O)n(C)c(=O)n2C)n1CC(C)C (stereo unspecified)
    -3	2	-7	-5	-0.4	-6	-6	-0.2	0	4
11: CCc1c(O)nc(SC2CC(=O)N(c3ccccc3)C2=O)[nH]c1=O (stereo unspecified)
    10	-7	-2	3	-1.1	0	0	2.4	-3	8
12: Cc1cc(NC(=O)Cn2nc(C)c([N+](=O)[O-])c2C)no1
    -2	-9	-1	-1	-1.3	-3	-2	-0.9	2	3
13: Cc1ccccc1NC(=O)c1cc2ccccn2n1
    2	62	59*	1	-1.8	-1	-15	0.1	1	1
14: COc1cc(C(=O)/C=C/Nc2ccc(NC(C)=O)cc2)cc(OC)c1OC
    4	-13	6	-2	-0.6	11	21	1.4	-3	-9
15: N#C/C(=C(/O)CCCl)c1ccccn1
    -2	8	-8	-2	-2.4	i	1	-1.0	-3	7
16: CC1=NCCN1S(=O)(=O)c1cc(Cl)ccc1Cl
    1	-5	-2	-3	0.5	3	-6	0.9	-3	1
17: CCN(CC)CCCN(Cc1cc2cc3c(cc2[nH]c1=O)OCO3)C(=S)NCCCN(C)C
    3	x	-1	-1	0.0	-1	-6	0.3	-2	u
18: O=C(CCc1nc(-c2ccc(F)cc2)no1)Nc1cccc(C(=O)NC2CC2)c1
    -4	-8	-2	3	-0.6	-4	0	0.0	-13	-6
19: COc1ccc(C)cc1-n1cnnn1
    2	-1	8	-1	0.5	0	0	0.1	-1	1
20: COc1ccc(C(=O)NNC(=O)c2ccc(S(=O)(=O)N3CC(C)OC(C)C3)cc2)cc1 (stereo unspecified)
    -4	-3	0	0	-2.9	x	-3	0.3	-2	-1

Carrying on.
Every second line gives: RTF Ca sens act	MITF act	Wnt act	V-ATPase pH	CAL PDZ FP-1	Rtt109 HAT inh	Tat transport	CDK5 p35 inh	CAL PDZ FP-2	dFosB act
21: O=C(CCCn1c(=S)[nH]c2ccccc2c1=O)NCCSCc1ccccc1
    1	16	-1	5	-1.8	8	-3	-0.8	0	15
22: CCCCOC(=O)Nc1ccc(C(=O)OCCC)cc1
    -6	29	x	2	-3.3	3	5	1.6	-5	-7
23: COc1ccc(NC(=O)Nc2cccs2)cc1Cl
    0	72	x	5	-2.5	x	1	-1.2	0	-5
24: CCN1C(=O)/C(=C/N2CCc3ccccc32)SC1=S
    16	54	11	-4	-0.1	-2	5	0.8	-14	1
25: CCNC(=S)N(CCc1c(C)[nH]c2ccccc12)Cc1cccnc1
    -2	0	-2	-2	-0.3	-4	13	0.2	1	-13
26: CC(C)CCOc1ccc(C(=O)NCCC(=O)N2CCOCC2)cc1
    2	27	9	0	-2.4	-6	-3	-0.3	-3	-5
27: CCOC(=O)c1sc(NC(=O)c2ccc(S(=O)(=O)N3CCOCC3)cc2)cc1C
    -3	1	x	-4	-6.9	1	-4	1.0	-14	-17
28: COc1ccc(/C=N/NC(=O)c2ccc(Cl)cc2)cc1COC(C)=O
    -7	1	-3	1	-3.4	-1	-4	0.0	-3	-14
29: C=C1CCN([C@@H](C)C(=O)OCc2cccc(C)c2)S(=O)(=O)c2ccccc21
    -1	24	1	-1	-1.1	-2	4	-1.1	-1	-3
30: CCOC(=O)c1ccc2[nH]c3c(c2c1)CCCC3NC=O (stereo unspecified)
    -9	35	10	0	-1.0	3	4	1.7	-4	-6
31: Cc1cnc(C(=O)OCC(=O)c2csc(N3CCCCC3)n2)cn1
    -2	12	9	8	-0.5	13	-1	1.9	-3	-3
32: CC1=CC(=O)N(c2cccc3c(N4C(=O)C=C(C)C4=O)cccc23)C1=O
    1	-1	-12	2	-1.1	-4	-4	0.2	0	0
33: COc1ccc(OC)c(-c2cc(C(=O)NCCCn3ccnc3)no2)c1
    3	2	x	-1	-4.3	9	1	-1.8	-6	2
34: CSc1nsc(N/N=C/c2ccc3c(c2)OCO3)c1C#N
    12	92*	22	-4	-3.2	-5	-4	0.9	x	-12
35: CCOC(=O)c1ccc(CN2C(=O)c3ccccc3S2(=O)=O)cc1
    -1	x	2	0	-1.3	6	3	-0.7	-3	-13
36: O=C1NCC(O)=C1C=NCCO
    -1	19	x	-3	1.7	-5	-12	-0.2	2	1
37: CCCCNc1nc(-c2ccccc2)c(C(=O)OCC)cc1C#N
    -2	-18	x	4	-2.2	5	15	-1.0	x	-12
38: CCOC(=O)C1C(C)=C(Nc2ccc(OC)cc2)C(=O)N1c1ccc(OC)cc1 (stereo unspecified)
    1	-3	x	-1	-0.2	6	12	-0.3	-4	-8
39: N/C(Cc1ccc(Cl)c(Cl)c1)=N\OC(=O)c1ccc(Br)o1
    1	x	0	0	-0.4	11	-15	1.8	-1	0
40: C=CCn1c(SC(C)CC)nc(O)cc1=O (stereo unspecified)
    4	-6	x	-1	0.5	-3	-3	1.8	0	2

New compounds follow.
Every second line gives: RTF Ca sens act	MITF act	Wnt act	V-ATPase pH	CAL PDZ FP-1	Rtt109 HAT inh	Tat transport	CDK5 p35 inh	CAL PDZ FP-2	dFosB act
41: O=C(NC1CCN(S(=O)(=O)c2ccc(F)cc2)CC1)C1CCCCC1
    -1	2	-1	2	-2.1	0	-7	-1.8	5	-4
42: CC1=C(C(=O)Nc2cc(C)ccn2)C(c2ccc(C)cc2)C2=C(CCCC2=O)N1 (stereo unspecified)
    0	0	x	10	-2.1	2	10	-1.5	0	0
43: O=C1CN2CCC1C/C2=C\c1ccnc2c(Cl)cccc12 (stereo unspecified)
    -1	3	1	-2	-0.4	-1	-1	1.1	4	2
44: Oc1nc(-c2ccc(Br)cc2)n2ccncc12
    0	3	1	0	-1.8	x	-2	-1.0	-6	1
45: CCOc1ccc(S(=O)(=O)Nc2cccc(C(=O)N3CCN(c4cccc(OC)c4)CC3)c2)cc1
    -19	0	-4	4	-1.8	2	7	1.3	-2	0
46: CCCN(C(=O)CN1C(=O)NC2(CCCCCC2)C1=O)C1CCS(=O)(=O)C1 (stereo unspecified)
    1	9	3	-3	-1.1	-2	-3	-0.6	2	-5
47: COc1cc(C(=O)Nc2cc(-c3cn4cccnc4n3)ccc2C)cc(OC)c1OC
    0	-3	0	-4	-2.3	-52	1	0.4	-5	-9
48: O=C(CN1CCOCC1)Nc1c(Cl)cc(Cl)cc1Cl
    4	-2	-1	-3	-0.7	7	5	-0.5	-6	1
49: CCOC(=O)C1(Cc2ccc(OC)cc2)CCN(C(=O)[C@@H]2CCCN2C(C)=O)CC1
    -1	21	10	-6	-1.2	0	-4	-1.5	-8	-2
50: O=C(CSCCc1ccccn1)Nc1ccccn1
    6	14	x	1	-1.2	-16	4	0.2	-3	1
51: O=[N+]([O-])c1cc(CN(CCO)CCO)ccc1O
    1	-8	1	-2	1.3	-6	8	1.6	-1	0
52: CCOC(=O)CN1C(=O)N[C@@H](c2cccc(C(F)(F)F)c2)[C@H](C(C)=O)[C@H]1C
    -5	0	-4	9	-0.2	-6	2	0.0	-1	-7
53: Cc1ccc(NS(=O)(=O)c2ccc3c(c2)CCN3C(=O)CCC(=O)O)cc1Cl
    7	7	1	0	x	-4	-4	-2.9	-6	0
54: COc1ccc(CC(=O)Nc2cccc(C)n2)cc1OC
    1	-5	x	2	-1.5	-10	-5	-1.7	1	3
55: CSc1nc2c(cnn2-c2ccccc2)c(=O)n1N
    4	59	x	-2	-2.7	-5	-3	-6.0	-3	2
56: CCOc1ccccc1-n1c(SCC(=O)N2CCCC2)nnc1-c1ccoc1C
    -3	1	x	12	-1.8	-21	-15	-0.3	1	-8
57: COC(=O)c1ccc(Oc2cc(C)nc(-n3nc(C)cc3C)n2)cc1
    3	-28	x	3	-2.1	3	-9	1.0	x	-20
58: COc1ccccc1NC(=S)NCc1ccccc1Cl
    3	1	7	0	0.4	-1	-6	1.1	-7	6
59: CCCNC(=O)c1n[nH]c(=O)c2ccccc12
    7	2	x	-3	-0.5	1	18	0.0	8	-1
60: CC(=O)N1CCc2cc(S(=O)(=O)NCCCN3CCCCC3)ccc21
    -6	11	-3	3	-1.2	-9	-3	0.6	-5	-7
